TRHR PAM: allosteric enhancers of human TRH receptor; P34981; TRHR cells, fluo-8 calcium fluorescence, EC20 TRH enhancement; enhancement, % at 2 µM; hit rate 0.66% among 360,000; in the data active means enhancement above about 30%; further: 0% is about no effect
Target sequence (P34981 whole entry, looked up): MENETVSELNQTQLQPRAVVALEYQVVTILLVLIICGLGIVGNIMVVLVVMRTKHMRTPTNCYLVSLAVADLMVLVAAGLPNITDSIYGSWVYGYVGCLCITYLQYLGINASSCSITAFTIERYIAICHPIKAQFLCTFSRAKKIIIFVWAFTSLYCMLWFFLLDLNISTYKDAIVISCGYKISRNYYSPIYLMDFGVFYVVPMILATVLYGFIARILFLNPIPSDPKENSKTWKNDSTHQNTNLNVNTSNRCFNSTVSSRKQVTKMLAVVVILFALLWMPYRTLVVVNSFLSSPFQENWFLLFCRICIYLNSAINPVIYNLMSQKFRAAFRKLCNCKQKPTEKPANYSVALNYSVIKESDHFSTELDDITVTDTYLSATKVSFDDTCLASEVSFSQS
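TRHR-expressing cells loaded with fluo-8 calcium dye were read kinetically (ex 480/em 530) during compound addition, then stimulated with an EC20 of TRH (10 nM final). Enhancement of the Gq-mediated intracellular calcium response was scored.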
D1 antagonist: human D1 dopamine receptor antagonism | P21728 | HEK293 TREx D1 cells, calcium flux, dopamine EC80; hits give low values | activity change, negative = inhibition, % at 10 µM | hit rate 3.2% among 360,000; in the data active means activity change below about -30%; further: on the % scale 0 is the no-effect control and ±100 the full control effect
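Calcium flux readout: force-coupled, inducible Hek293 Trex D1 line, cells induced overnight at 30 C with tetracycline, dye-loaded 30–90 min at RT. Antagonism scored against EC80 dopamine challenge given 180 s after compound.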
D2 PAM: positive allosteric modulators of human D2 dopamine receptor; HEK293 T-REx D2, calcium flux, EC20 dopamine potentiation; potentiation, % at 10 µM; hit rate 0.34% among 340,000; AID 485347;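 active means potentiation over 3 SD above the plate norm, cut at about 30% in these data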; further: 0% is about no effect
Target sequence (P14416 whole entry, looked up): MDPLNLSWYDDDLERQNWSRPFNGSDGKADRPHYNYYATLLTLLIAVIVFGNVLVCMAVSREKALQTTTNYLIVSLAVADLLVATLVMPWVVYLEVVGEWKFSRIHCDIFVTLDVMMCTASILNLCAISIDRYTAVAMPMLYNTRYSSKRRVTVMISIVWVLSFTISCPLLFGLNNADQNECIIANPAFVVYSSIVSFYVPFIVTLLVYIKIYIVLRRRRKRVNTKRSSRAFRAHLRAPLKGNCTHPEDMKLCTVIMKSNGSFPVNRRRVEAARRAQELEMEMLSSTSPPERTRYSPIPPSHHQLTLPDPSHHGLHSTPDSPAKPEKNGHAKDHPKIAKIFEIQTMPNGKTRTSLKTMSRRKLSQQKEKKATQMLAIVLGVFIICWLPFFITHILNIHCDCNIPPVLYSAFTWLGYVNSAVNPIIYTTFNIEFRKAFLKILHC
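Cells plated with tetracycline inducer and held overnight at 30 C; calcium dye loaded 30–90 min at room temperature; baseline taken, compound added and read 180 s; EC20 dopamine then added and read 180 s.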
D1 ag: agonists of human D1 dopamine receptor | P21728 | HEK293 T-REx D1 cells, calcium flux, agonist mode | activation, % at 2 µM | hit rate 1% among 360,000 | AID 504660; in the data active means activation above about 30%; further: 0% is about no effect
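Tetracycline-induced HEK293 TREx D1 cells, force-coupled to calcium signalling, were dye-loaded with a no-wash calcium kit. Compound was pin-added after a 10 s baseline. Fluorescence was read kinetically at 1 cycle/s for 180 s, with calcium rises flagged as agonism.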
Anesthetic bind: candidate novel general anesthetic via apoferritin binding. Potency, µM (titrated, usually from 77.5 µM), for the others: top-dose activity change, negative = displacement, actives largely listed as inhibitors. apoferritin/1-aminoanthracene competitive binding, fluorescence. hit rate 0.074% among 350,000; further: potency means the concentration at half of the fitted maximal effect; on the % scale 0 is the no-effect control and ±100 the full control effect; nearly all actives have a fitted effect of over 20% in size
Target sequence (P02791 2-175 limits assumed): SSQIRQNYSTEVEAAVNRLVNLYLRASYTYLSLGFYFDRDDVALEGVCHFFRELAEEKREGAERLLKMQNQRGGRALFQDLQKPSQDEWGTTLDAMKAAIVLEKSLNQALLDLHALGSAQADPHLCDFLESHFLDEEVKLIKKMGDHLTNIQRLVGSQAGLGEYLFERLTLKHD
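Probe: 1-aminoanthracene (50% saturated, PBS). Protein: horse-spleen apoferritin, 10 uM. Incubation: 10 min, room temperature. Detection: 380 nm excitation, 535 nm emission. Analysis: normalized response, four-parameter Hill.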
TRHR agonist: activates the human TRH receptor; AID 493084; TRHR cells, calcium flux fluo-8, FDSS agonist mode; hit rate 0.18% among 360,000; activation, % at 2 µM; P34981; in the data active means activation above about 30%; further: 0% is about no effect
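TRHR-expressing cells, plated overnight in medium with 10% serum, were loaded with fluo-8 calcium dye at room temperature. After a 10 s baseline, library compound was pin-added and calcium release was recorded kinetically (ex 480/em 530) as agonist response.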
RXFP1 antag: blocks the human relaxin receptor RXFP1 | activity change, negative = inhibition, % at 57.5 µM | hit rate 0.59% among 350,000 | HEK293-RXFP1, relaxin-stimulated cAMP HTRF, 30 min; hits give low values | Q9HBX9 | AID 1259400;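 active means activity change of -60% or lower, but not beyond a set lower limit; inconclusive means change between -60% and -40%, or beyond the set limit; inactive means change above -40%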; further: on the % scale 0 is the no-effect control and ±100 the full control effect
D1 PAM: enhances dopamine response at the human D1 receptor; hit rate 0.036% among 360,000; potentiation, % at 10 µM; P21728; HEK293 TREx D1 cells, calcium flux, dopamine EC20 potentiation; AID 504651; in the data active means potentiation above about 30%; further: 0% is about no effect
RXFP1 ag: activates the human relaxin receptor RXFP1; Q9HBX9; HEK293T-RXFP1 cAMP TR-FRET, 30 min; response scale: percent of porcine relaxin response, buffer zero; Potency, µM (titrated, usually from 57.5 µM), without a hit: at the top dose activation, usual class: activators; hit rate 0.3% among 370,000; AID 2676; further: potency means the concentration at half of the fitted maximal effect; on the % scale 0 is the no-effect control and ±100 the full control effect; nearly all actives have a fitted effect of over 60% in size; many of its hits are not listed in these tables
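cAMP rise read by TR-FRET after 30 min, 37C compound exposure (up to 58 uM) in RXFP1-transfected HEK293 cells with Ro 20174 present. EC50 from Hill-equation fits, with 29 nM porcine relaxin as 100% and buffer as basal.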
* = called active by the depositor; ? = inconclusive; · = not tested or not shown; & = joins results of further samples; [ ] = another dose, or the depositor's remark. Unless noted, the call rests on the fitted dose curve; in most records, active means well fitted curve in the direction sought with a large enough effect; inconclusive means small, poorly fitted or top-dose-only effect, or another doubt; inactive means no such curve, though single readings can be large; an effect the other way counts as inactive or inconclusive.

The first 5 entries, to show the layout:
SMILES | TRHR PAM | D1 antagonist | D2 PAM | D1 ag | Anesthetic bind | TRHR agonist | RXFP1 antag | D1 PAM | RXFP1 ag
CC(C)(C)OC(=O)NCCc1nnc(SCc2c(Cl)cccc2Cl)o1 | -2 | -22 | 2 | 3 | ? | -1.2 | -14 | -4 | -0.9%
Cc1c(C(=O)Nc2cccc(-c3nc4ccccc4s3)c2)oc2ccccc12 | 8 | -3 | -1 | 0 | 57%[activator] | -0.8 | · | 0 | 0.2%
COc1ccc(CN2CN(S(=O)(=O)c3cccs3)c3nc4ccccc4nc32)cc1 | 6 | 1 | -2 | 7 | 1% | 0.5 | -19 | -3 | 1.2%
C=CCOc1nc(-c2ccccc2Cl)nc2ccccc12 | 0 | 10 | · | 5 | -6% | 0.5 | -13 | -1 | -1.2%
COc1ccccc1N1CCN(C(=O)CSc2ncnc3scc(-c4ccccc4)c23)CC1 | 10 | -8 | -3 | 1 | -11% | -0.3 | -12 | 6 | 1.1%

The listing, previewed entries included:
SMILES | TRHR PAM | D1 antagonist | D2 PAM | D1 ag | Anesthetic bind | TRHR agonist | RXFP1 antag | D1 PAM | RXFP1 ag
CC(C)(C)OC(=O)NCCc1nnc(SCc2c(Cl)cccc2Cl)o1 | -2 | -22 | 2 | 3 | ? | -1.2 | -14 | -4 | -0.9%
Cc1c(C(=O)Nc2cccc(-c3nc4ccccc4s3)c2)oc2ccccc12 | 8 | -3 | -1 | 0 | 57%[activator] | -0.8 | · | 0 | 0.2%
COc1ccc(CN2CN(S(=O)(=O)c3cccs3)c3nc4ccccc4nc32)cc1 | 6 | 1 | -2 | 7 | 1% | 0.5 | -19 | -3 | 1.2%
C=CCOc1nc(-c2ccccc2Cl)nc2ccccc12 | 0 | 10 | · | 5 | -6% | 0.5 | -13 | -1 | -1.2%
COc1ccccc1N1CCN(C(=O)CSc2ncnc3scc(-c4ccccc4)c23)CC1 | 10 | -8 | -3 | 1 | -11% | -0.3 | -12 | 6 | 1.1%
CCOC(=O)C1=C(CS(=O)(=O)c2ccc(OC)c(Cl)c2)NC(=O)NC1c1cccc(OC)c1 (centres undefined) | -7 | 5 | 14 | -1 | -3% | -0.4 | · | -2 | -2.2%
O=C(CC(O)(c1ccccc1)C(F)(F)F)c1cccs1 (centres undefined) | -8 | 3 | 9 | 0 | ? | -0.8 | -4 | -6 | 0.4%
Cc1ccc(C(=O)c2cc([N+](=O)[O-])ccc2N2CCOCC2)cc1C | -2 | -19 | -2 | 3 | -9% | -0.2 | 15 | -5 | 0.7%
Cc1ccc(SCC(=O)N/N=C/c2ccco2)cc1 | 0 | -4 | -2 | 2 | ? | 0.0 | 2 | -6 | 0.8%
CCOC(=O)CSc1nc2sc3c(c2c(=O)[nH]1)CC(C)(CC)OC3 (centres undefined) | 4 | -17 | 4 | 0 | -15% | 0.2 | 2 | -3 | 1.2%
Cc1cc(NS(=O)(=O)c2ccc(NC(=O)c3c(F)c(F)c(F)c(F)c3F)cc2)nc(C)n1 | 1 | -49* | -1 | 3 | -6% | 0.3 | -21 | -8 | -0.8%
COc1cccc([C@@H]2CC=C(C(=O)O)[C@H](c3ccc(Cl)cc3)N2S(=O)(=O)c2ccc(C)cc2)c1 | 1 | -14 | -9 | -1 | · | -0.2 | · | 0 | 0.1%
COc1cc(NS(=O)(=O)c2ccc(NC(=O)COc3ccccc3Cl)cc2)nc(OC)n1 | 12 | -10 | 6 | 0 | -5% | -0.4 | -4 | 6 | 0.3%
O=C(COc1ccc([N+](=O)[O-])cc1)N1CCN(c2nnc(-c3ccccc3)c3ccccc23)CC1 | 3 | -6 | -16 | 2 | 0% | 0.4 | -3 | -3 | 0.0%
COCCNC(=O)C(C)OC(=O)C1=Cc2ccccc2OC1 (centres undefined) | -2 | 5 | · | -1 | -5% | 1.4 | 8 | 3 | 3.2%
CCCN1C(=O)c2ccc(C(=O)NC3CCCCC3)cc2C1=O | -2 | -5 | 0 | 2 | -3% | 0.3 | 1 | -3 | 0.5%
Cc1ccc(-c2cc(-c3ccc(C)cc3O)[nH]n2)cc1 | 0 | 14 | -8 | 3 | -11% | 1.1 | -1 | -8 | 1.0%
CCOc1ccc(-n2c(SCC(=O)NC3CCS(=O)(=O)C3)nnc2-c2cccnc2)cc1 (centres undefined) | -2 | 7 | 2 | 2 | -3% | 0.4 | -14 | -4 | -1.1%
O=C(c1cc([N+](=O)[O-])ccc1Cl)N1CCN(Cc2ccc3c(c2)OCO3)CC1 | -4 | -1 | 5 | -2 | -10% | -0.2 | 21 | -3 | -0.8%
Cc1ccc(-n2ncc(C(=O)NCc3ccco3)c2C2CCN(C(=O)OC(C)(C)C)CC2)cc1C | -8 | 11 | -8 | 3 | -11% | 0.9 | ? | -2 | -6.9%
CCN(CC)c1nc(-c2ccccc2Cl)c2cc(Br)ccc2n1 | -4 | 11 | 2 | 0 | 2% | 0.3 | -17 | 3 | ?
CC(=O)Nc1ccc(S(=O)(=O)N(C)CC(=O)OCC(=O)N(CC(C)C)C2CCS(=O)(=O)C2)cc1 (centres undefined) | -3 | 2 | · | 1 | · | 0.3 | 1 | -9 | -0.7%
CC(=Nc1ccc(C)cc1C)c1sc2ccccc2c1O | 0 | -12 | -3 | 21 | ? | 5.3 | -15 | -6 | -0.8%
Cc1cc(-c2nc(C)c(-c3nnc(SCC(=O)Nc4ccccc4)n3C)s2)no1 | -5 | -1 | -3 | 1 | -3% | 0.1 | -2 | -6 | 3.0%
O=C(Nc1ccccn1)c1cc(-c2cccnc2)nc2ccc(Br)cc12 | 5 | 15 | 5 | 0 | 11% | -0.3 | 47 | -2 | 18%
CC(/C=N/n1cnnc1)=C\c1ccco1 | 3 | 15 | 0 | 3 | -4% | 0.7 | -2 | -4 | 0.3%
CCN(CC)C(=O)CCCC(=O)N(CC)CC | 18 | -8 | 4 | 2 | -1% | 0.5 | -1 | -4 | -2.2%
CC(C)c1ccc(NCCC(=O)c2cccs2)cc1 | 2 | 4 | 6 | 1 | ? | 0.7 | -8 | -5 | 0.9%
COc1cccc(COC(=O)CSCC(=O)Nc2cccc(C)c2)c1OC | 1 | -16 | -1 | 6 | · | -0.2 | -8 | -4 | 0.1%
Cc1c(C(=O)N2CCCCC2)c(S(=O)(=O)N2CCN(c3ccc(F)cc3)CC2)c(C)n1C | -12 | -15 | -14 | -1 | -13% | 0.0 | 16 | -9 | 0.2%
COC(=O)c1c(C)oc2ccc(NS(=O)(=O)c3cccs3)cc12 | 53* | -14 | -3 | 12 | -11% | -1.1 | -12 | -2 | 0.7%
NC(=O)CSc1nc2c(sc3ccccc32)c(=O)n1CCCC(=O)NCC1CCCO1 (centres undefined) | 0 | -14 | -4 | 3 | -3% | 0.3 | 0 | -12 | 13%
CCOC(=O)CSCc1nc(-c2ccc(Cl)cc2)oc1C | 0 | -8 | 1 | -4 | 5% | -0.9 | · | -6 | 2.7%
O=C(NNC(=S)Nc1ccccc1)c1cccc(Br)c1 | -1 | -22 | -2 | 3 | -13% | -0.2 | -20 | -3 | 0.7%
Cc1ccc(N(Cc2ccccc2)C(=O)c2cc(S(=O)(=O)N3CCOCC3)ccc2F)cc1 | -1 | -14 | -6 | 4 | · | 0.2 | -11 | -3 | -0.1%
Cc1ccc(-c2cn3c(n2)sc2cc(C(=O)NCCCN4CCCCC4)ccc23)cc1 | -5 | 13 | 2 | 0 | ? | -0.1 | -2 | -1 | 15%
Cc1cccc(C)c1NC(=O)COC(=O)CCC(=O)c1cccs1 | 5 | -17 | -4 | 2 | -3% | -0.8 | -8 | 5 | -0.8%
O=C(CCC(=O)c1cccs1)NCc1cccnc1 | 4 | -3 | 11 | 7 | -6% | 0.7 | -11 | -6 | 0.2%
O=C(Nc1ccc(F)cc1F)c1cccnc1 | -2 | -14 | -3 | 1 | -6% | 0.0 | 2 | -10 | 0.9%
CC1(C)C[C@@H]2C[C@@](C)(CN2C(=O)c2cc(COc3cccc(C(F)(F)F)c3)on2)C1 | -3 | 6 | 6 | 9 | -17% | 2.8 | -11 | 2 | -2.4%
COc1ccccc1CNC(=O)CN(c1ccc(C)cc1)S(=O)(=O)c1c(C)noc1C | -11&-6 | -23&5 | -4 | 3&1 | -8%&70% | 0.6&-0.9 | -1 | -5&-1 | 2.1%&0.1%
O=C(COC(=O)/C=C/c1ccc(F)cc1)Nc1cc(C(F)(F)F)ccc1N1CCOCC1 | 3 | -3 | 1 | 4 | -12% | 0.4 | -1 | -4 | -0.7%
CC(C)c1cccc(C(C)C)c1NC(=O)COC(=O)c1ccc2c(c1)S(=O)(=O)c1ccccc1C2=O | -6 | 6 | -2 | -2 | 6% | -1.5 | 42 | 4 | 2.5%
CS(=O)(=O)c1ccccc1C(=O)N1CCN(S(=O)(=O)c2ccc(C3CCCCC3)cc2)CC1 | 0 | -13 | 1 | 2 | · | -0.4 | -6 | -4 | -0.5%
COc1ccccc1-c1c(C)oc2c(CN3CCCC(C)C3)c(O)ccc2c1=O (centres undefined) | 1 | -21 | -6 | 1 | 3% | -0.3 | 12 | -3 | 5.2%
CSCCC1NC2(C(=O)Nc3ccc(Cl)cc32)[C@@H]2C(=O)N(C3CCCC3)C(=O)[C@H]12 (some centres undefined) | 6 | -9 | 13 | 1 | -22% | 1.2 | -1 | -3 | -0.4%
COc1ccnc(N=CNOCc2ccc(F)cc2Cl)c1C#N | -1 | · | 13 | -2 | -11% | 0.5 | -3 | 1 | 1.9%
O=C(CCc1ccccc1)NNC(=O)COc1ccc(Cl)cc1 | 14 | 12 | 5 | 5 | -3% | -0.9 | 4 | -7 | 3.7%

Not all compounds are listed; count on the stated rates, not on these rows.
